MLLE-PAM2 inh = inhibitors of PABP1 MLLE–PAM2 peptide binding, primary screen, biochemical, fluorescence polarization, FITC-PAM2, GST-MLLE. inhibition, % at 20 µM. 360,000 compounds, 0.36% hits; in the data active means inhibition above about 35%, passing the limit was not always enough;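 further: plate controls were DMSO wells with GST-MLLE for no effect and wells lacking GST-MLLE protein for full effect; some results filed as inactive read as strong as hits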
Target sequence (P11940 whole entry, looked up): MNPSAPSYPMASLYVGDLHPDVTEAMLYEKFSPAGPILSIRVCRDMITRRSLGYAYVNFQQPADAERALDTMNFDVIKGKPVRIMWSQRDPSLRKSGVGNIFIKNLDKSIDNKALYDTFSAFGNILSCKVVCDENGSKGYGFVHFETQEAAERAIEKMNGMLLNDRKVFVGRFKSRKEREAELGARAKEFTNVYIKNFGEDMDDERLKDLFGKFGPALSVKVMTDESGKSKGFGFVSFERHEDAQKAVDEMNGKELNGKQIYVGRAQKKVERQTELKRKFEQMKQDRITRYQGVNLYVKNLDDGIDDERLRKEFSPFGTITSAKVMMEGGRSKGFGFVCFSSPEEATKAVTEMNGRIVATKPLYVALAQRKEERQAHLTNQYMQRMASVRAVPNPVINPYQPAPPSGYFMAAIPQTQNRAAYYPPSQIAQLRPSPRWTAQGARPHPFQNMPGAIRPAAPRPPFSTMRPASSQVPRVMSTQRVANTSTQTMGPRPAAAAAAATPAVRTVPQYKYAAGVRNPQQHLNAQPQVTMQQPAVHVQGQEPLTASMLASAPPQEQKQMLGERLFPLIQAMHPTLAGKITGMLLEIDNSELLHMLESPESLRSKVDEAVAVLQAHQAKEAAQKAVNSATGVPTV
MsrA inhibitor = bovine MsrA enzyme inhibitors, primary screen, biochemical, absorbance, HTS; Methionine sulfoxide reductase A (Bos taurus); purified bovine MsrA, absorbance read-out; inhibition, % at 15.5 µM; 360,000 compounds, 0.75% hits; AID 651718, 2012; in the data active means inhibition above about 4.5%;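 further: 0% = vehicle wells with enzyme and 100% = reference inhibitor wells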
TbMetRS inhib = T. brucei MetRS inhibitors, primary screen, biochemical, luminescence | methionyl-tRNA synthetase (Trypanosoma brucei brucei) | purified T. brucei MetRS, ATP depletion, Kinase-Glo luminescence | inhibition, % at 11.9 µM | 360,000 compounds, 0.4% hits;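 active means inhibition above a per-plate cutoff of the control wells' mean inhibition plus 3 SD, cut at about 5.5% in these data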;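 further: 0% = DMSO wells median and 100% = median of wells with control inhibitor compound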
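Measured by: Kinase-Glo luciferase luminescence reporting remaining unconsumed ATP. Material: purified T. brucei MetRS enzyme. Doses: 11.9 µM compound single dose, 0.9% DMSO. Medium: HEPES buffer containing pyrophosphatase, BSA, spermine, DTT. Times: 15 min preincubation, 2 h reaction, all 25 °C. Reagent: methionine, ATP and bulk E. coli tRNA.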
E coli Lon inh = inhibitors of E. coli Lon protease, primary screen, biochemical, fluorescence polarization; purified E. coli Lon protease; inhibition, % at 7.94 µM; 360,000 compounds, 0.42% hits; in the data active means inhibition above about 13%, passing the limit was not always enough;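 further: 0% = enzyme with probe and DMSO and 100% = no enzyme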
CSN inh = inhibitors of CSN-mediated cullin deneddylation, primary screen, biochemical, fluorescence polarization, uHTS. 360,000 compounds, 0.38% hits. Purified CSN, SCF-Nedd8-OG deneddylation. inhibition, % at 12.5 µM. COP9 signalosome complex subunit 5 (Homo sapiens), Q92905. AID 651999, 2013;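 active means pattern-corrected inhibition above about 35%, with an unprinted fluorescence ratio check between 0.5 and 1.5, limit read from the data, passing the limit was not always enough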;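 further: 0% = enzyme with substrate and 100% = substrate without enzyme; some results filed as inactive read as strong as hits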
Target sequence (Q92905 whole entry, looked up, one chain of several): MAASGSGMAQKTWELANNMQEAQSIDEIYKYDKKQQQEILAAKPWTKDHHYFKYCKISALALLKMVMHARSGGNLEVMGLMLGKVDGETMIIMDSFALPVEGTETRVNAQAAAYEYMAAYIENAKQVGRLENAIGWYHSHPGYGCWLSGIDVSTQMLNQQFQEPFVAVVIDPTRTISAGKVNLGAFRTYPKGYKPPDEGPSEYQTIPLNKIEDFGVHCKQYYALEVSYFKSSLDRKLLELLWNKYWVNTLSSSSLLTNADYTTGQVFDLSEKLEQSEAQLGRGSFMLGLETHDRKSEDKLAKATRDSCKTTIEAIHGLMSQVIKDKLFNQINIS
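Material: human Csn5 produced in HEK293T cells; Input: enzyme 0.24 nM; Reagent: SCFSkp2-Nedd8OG substrate at 10 nM final; Dosing: 12.5 µM compound; Incubation: 90 min reaction at room temperature; Detection: fluorescence polarization of the substrate; Evaluation: % inhibition of substrate cleavage by Csn5; Control set: substrate-only high control, full reaction low control.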
Rin1 Abl inh = inhibitors of Rin1-Abl protein binding, primary screen, biochemical, TR-FRET. 360,000 compounds, 0.4% hits. inhibition, % at 7.35 µM; in the data active means inhibition above about 5%, passing the limit was not always enough
Neddylation inh = inhibitors of cullin neddylation, primary screen, biochemical, TR-FRET, uHTS, NAE and Ubc12. 360,000 compounds, 0.58% hits. NEDD8-conjugating enzyme Ubc12 (Homo sapiens) + NEDD8-activating enzyme E1 regulatory …. AID 651699, 2012. calls only at 25 µM; in the data active means inhibition above about 36%
MsrA act = bovine MsrA enzyme activators, primary screen, biochemical, absorbance, HTS; activation, % at 10.6 µM; Methionine sulfoxide reductase A (Bos taurus); 360,000 compounds, 0.3% hits; purified bovine MsrA, absorbance read-out; in the data active means activation above about 7.5%;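 further: 0% = vehicle and 100% = reference activator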
FAS TE block = FAS thioesterase domain inhibitors, primary screen, biochemical, fluorescence intensity, uHTS | Fatty acid synthase (Homo sapiens), P49327 | recombinant FAS-TE, OMFH fluorogenic substrate, fluorescence endpoint | inhibition, % at 15 µM | 360,000 compounds, 0.67% hits | AID 602261, 2012;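 active means compounds whose normalised, plate-corrected inhibition of enzyme fluorescence in the single-dose primary screen is 50% or more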;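 further: 0% = DMSO with enzyme and 100% = substrate without enzyme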
* = called active by the depositor; i = inactive; . = not tested or not shown; + = active, no number.

SMILES	MLLE-PAM2 inh	MsrA inhibitor	TbMetRS inhib	E coli Lon inh	CSN inh	Rin1 Abl inh	Neddylation inh	MsrA act	FAS TE block
COc1ccc(-c2sc3ccc(OC)cc3c2-c2ccc(OC)c(F)c2)cc1	-4	1.5	-0.3	-5	2	0	i	0	29
Cn1c(=O)oc2cc(S(=O)(=O)N3CCc4ccccc4C3)ccc21	-5	.	0.1	1	1	-1	i	-2	-12
O=C(COC(=O)c1ccc(S(=O)(=O)NCc2ccco2)cc1)NCC1CCCCC1	-11	0.8	-0.9	8	-2	-4	i	-2	3
Cc1ccc(SCc2nc3ccccc3[nH]2)cc1	8	1.5	4.0	1	2	-1	i	-2	-5
O=C(NC(=S)N1CCCC1)c1ccccc1Cl	25	1.0	0.0	-8	3	2	i	2	-5
COCCNC(=O)c1ccc2c(Cl)c3c(nc2c1)CCC3	6	0.1	-1.0	-3	-1	-2	i	-7	1
CCCCCCn1c(C)nc2c(c1=O)c1nc3ccccc3nc1n2/N=C/c1ccco1	10	0.6	0.4	-6	7	0	i	-5	1
COc1cc(NC(=O)[C@@H]2CCCN(S(=O)(=O)c3cccc4cccnc34)C2)cc(OC)c1OC	2	-0.5	-0.1	-1	0	3	i	0	-1
CNC(=O)NC(=O)CSc1nc2sccc2c(=O)n1-c1ccccc1	-1	-0.6	-1.4	7	2	0	i	-8	1
CC1CCN(C(=O)COc2cccc3c2CCN(C)C3=O)CC1	0	1.8	-0.8	-10	-2	2	i	-5	-5
O=C(NNC(=S)NCc1ccco1)C(c1ccccc1)c1ccccc1	-25	-0.4	-0.5	-3	-5	4	i	-3	-2
CC(=O)Nc1sc(C)c(C)c1C(=O)OCC(=O)N(Cc1ccccc1)C(C)C	9	-1.1	-0.3	11	-1	0	i	0	4
COc1ccc2nc(SCC(=O)Nc3c(C)cc(C)cc3C)[nH]c2c1	8	0.1	-0.1	-4	1	-1	i	2	1
CC(=O)Nc1cccc(NC(=O)c2ccccc2OCc2ccccc2)c1	-6	-1.4	-0.9	1	3	0	i	-1	5
Cc1onc(-c2c(Cl)cccc2Cl)c1C(=O)N/N=C(\N)COc1ccc(Cl)cc1	-5	0.6	-1.4	-6	0	5	i	-15	5
O=C(N/N=C/c1cccc(OCc2ccccc2)c1)c1ccc(Br)cc1	11	-0.3	0.1	-11	-4	1	i	-2	-6
COc1cccc(S(=O)(=O)Nc2ccc(C(=O)N3CCOCC3)cc2)c1	-11	-0.2	-0.5	-2	-5	2	i	-9	-4
CN(C(=S)NC(=O)Cc1ccccc1)c1ccccc1	35	0.3	-0.5	-8	-2	0	i	-2	-4
Cc1ccccc1OCC(=O)N/N=C/c1ccncc1	-1	-0.3	-0.2	1	-7	2	i	-3	-15
O=S(=O)(Nc1ncccn1)c1ccc(NC(=S)NCc2ccco2)cc1	16	0.5	0.3	-3	-2	0	i	-4	-5
CC1(C(=O)Nc2cccc3c2CCCC3)CCN1C(=O)c1cccc(F)c1 (stereo not drawn)	-12	0.5	-0.7	-3	1	-4	i	0	4
O=[N+]([O-])c1cccnc1Sc1ccc(F)cc1	10	0.6	0.0	3	-3	2	i	-8	20
CCOC(=O)[C@H]1[C@H]2COc3ccccc3[C@@H]2N2C(=O)c3ccccc3NC(=O)[C@@]12C	0	-0.2	0.0	4	-3	2	i	-2	-3
O=C(COc1ccccc1C(=O)c1cnn(-c2ccccc2)c1)Nc1ccc2ccccc2c1	-5	1.4	-0.9	-2	-18	-1	i	-8	35
COc1ccccc1NC(=O)CSc1nc2ncccc2[nH]1	-3	2.1	0.6	-4	-5	3	i	1	-3
O=C(NC1CCCCC1)C(c1cccnc1)N(C(=O)CCl)c1ccc(F)cc1 (stereo not drawn)	18	-0.3	-1.1	-8	1	0	i	3	35
O=C(CC[C@H]1O[C@@H](n2ccc(=O)[nH]c2=O)[C@H](O)[C@@H]1O)NCCc1c[nH]c2ccccc12	-10	-1.4	-0.5	-5	4	4	i	0	-8
Cc1cccc(NC(=S)NC2CC3CCC(C2)N3Cc2ccco2)c1C (stereo not drawn)	-3	-0.4	-0.6	2	0	4	i	-5	-7
c1ccc2c(-c3ccc(OCCN4CCCCC4)cc3)c(-c3ccsc3)sc2c1	4	1.8	-0.4	-2	-3	1	i	-2	16
CC(C)=CC(=O)NCc1c(Cl)cccc1-n1cccc1	3	-0.9	-0.2	-4	3	1	i	0	-2
Cc1cc(C)c(C#N)c(SCC(=O)Nc2ccccc2C(N)=O)n1	6	-0.7	-0.4	4	-4	-2	i	-8	4
O=C(Nc1nc2ccsc2c(=O)s1)c1ccc(Cl)cc1	-13	-0.6	-0.3	11	108	-3	i	-3	0
O=C1NC(=NCc2ccccc2)S/C1=C\c1ccccc1	4	3.2	-0.7	-4	3	-7	i	-7	-9
COc1ccccc1C(=O)OCC(=O)NC1CCCC1	0	0.8	-0.7	5	-3	3	i	-1	-7
O=C(O)c1cccc(Cn2c(Cl)c(/C=N/NC(=O)c3ccccc3Cl)sc2=O)c1	-57	3.8	-0.4	3	-3	0	i	-4	-7
COc1ccc(COC(=O)c2ccc(S(=O)(=O)N3CCC(C)CC3)cc2)cc1	13	-0.3	-0.5	-2	-2	0	i	-5	9
O=C(c1c(F)cccc1F)N1CCCc2ccccc21	-14	-0.1	0.3	16	1	-3	i	-5	-2
CC(=O)c1sc(NC(=O)CS(=O)(=O)c2ccccc2)nc1-c1ccccc1	-6	2.8	-0.3	-6	-1	-1	i	-3	-1
COc1ccc(OC)c(NC(=O)C2(C)CCN2Cc2cccc(OC)c2OC)c1 (stereo not drawn)	4	-0.4	-0.2	-5	1	4	i	-4	13
O=C(Cn1c(Cc2ccccc2)nc2ccccc21)NCc1ccc2c(c1)OCO2	-16	-0.8	0.3	-9	-1	0	i	-2	0
CCOC(=O)N1CCN(c2c(NCc3ccc(F)cc3)c(=O)c2=O)CC1	2	-0.9	-0.1	-3	-3	-3	i	-1	-5
Cc1ccc(C(=O)NC(C)c2ccc(F)cc2)cc1 (stereo not drawn)	-6	-1.3	-0.1	-9	-9	1	i	-4	-3
O=c1c2cnn(-c3ccccc3)c2ncn1Cc1cccc(Cl)c1	-15	-0.8	-0.3	-4	1	2	i	1	3
COc1ccccc1NC(=O)CN1C(=O)C2(OCCCO2)c2ccccc21	-10	.	-1.0	-2	9	4	i	3	-8
CCOc1ccc(NC(=O)N2CCC(n3nnc4cc(C)ccc43)CC2)cc1	1	0.3	0.2	0	-2	0	i	-2	-3
O=C(CCSc1nnc(-c2ccccc2)o1)N1CCOCC1	-116	-0.8	-0.9	-13	1	0	i	-9	-8
C[C@H](CO)N1C[C@H](C)[C@@H](CN(C)Cc2ccncc2)Oc2c(cccc2N(C)C)C1=O	-2	0.6	-0.1	-7	-2	5	i	-1	-6
CCOC(=O)N1CCN(C(=O)C2CCCN(S(C)(=O)=O)C2)CC1 (stereo not drawn)	-1	-0.5	0.0	-5	4	4	i	-1	-8
Cc1cc(NC(=O)CS(=O)(=O)c2ccc(F)cc2)no1	8	-1.1	-0.1	-9	2	4	i	-2	-7
COc1cccc(C(=O)NC2CC3CCCC(C2)N3CC(=O)Nc2ccccc2C(F)(F)F)c1 (stereo not drawn)	2	-0.3	-0.7	3	-1	-3	i	-8	9
Cc1cccc(NC(=O)C2CCN(c3nc(C)cc(C)n3)CC2)c1	-11	2.2	-1.0	0	1	-1	i	-2	-3
Cc1cc(C)nc(NC(=O)c2cccc([N+](=O)[O-])c2C)n1	1	-0.4	-0.1	-6	-5	-2	i	0	-3
CC1CN(c2ccc(S(=O)(=O)N3CCOCC3)cn2)CC(C)O1 (stereo not drawn)	-1	-0.3	-0.6	-8	-3	-2	i	0	-8
CCOc1ccccc1NC(=O)NCc1ccccc1	4	-0.3	-0.5	-15	0	-1	i	-2	-3
Clc1ccc(Cl)c(-c2nn3c(Cn4cnc5ccccc54)nnc3s2)c1	-122	-0.3	-0.3	11	2	-2	i	-11	45
N#Cc1ccccc1OCCOCCNC1CCCC1	-15	0.8	-1.1	-1	3	4	i	-5	-7
CCOc1ccccc1NC(=O)C1C2CCC3C(CCC21)C3(Cl)Cl (stereo not drawn)	4	0.5	-0.7	5	1	1	i	-11	32
COC(=O)[C@]1(Cc2ccccc2)N[C@H](CN(C)C(=O)C2CCCCC2)[C@@H]2C(=O)N(Cc3ccccc3)C(=O)[C@@H]21	-5	2.3	0.0	6	1	-2	i	1	16
COc1cccc(C(=O)NNC2=CC(=O)CC(C)(C)C2)c1	1	2.4	-0.3	1	3	-3	i	-3	-8
CC(=O)Nc1cccc(NC(=O)c2cccc(S(=O)(=O)N3CCN(Cc4ccccc4)CC3)c2)c1	14	0.9	-0.4	-1	-2	0	i	-2	2

Looked up one by one from the list above, three records:
SMILES	MLLE-PAM2 inh	MsrA inhibitor	TbMetRS inhib	E coli Lon inh	CSN inh	Rin1 Abl inh	Neddylation inh	MsrA act	FAS TE block
COC(=O)[C@]1(Cc2ccccc2)N[C@H](CN(C)C(=O)C2CCCCC2)[C@@H]2C(=O)N(Cc3ccccc3)C(=O)[C@@H]21	-5	2.3	0.0	6	1	-2	i	1	16
CC(=O)Nc1cccc(NC(=O)c2cccc(S(=O)(=O)N3CCN(Cc4ccccc4)CC3)c2)c1	14	0.9	-0.4	-1	-2	0	i	-2	2
Cc1cc(NC(=O)CS(=O)(=O)c2ccc(F)cc2)no1	8	-1.1	-0.1	-9	2	4	i	-2	-7

(continued)
SMILES	MLLE-PAM2 inh	MsrA inhibitor	TbMetRS inhib	E coli Lon inh	CSN inh	Rin1 Abl inh	Neddylation inh	MsrA act	FAS TE block
Cc1ccccc1C(=O)Nc1ccc(C(=O)N/N=C/c2ccncc2)cc1	-2	-0.8	-1.0	0	-12	5	i	-6	-3
CC(=O)c1c(C)[nH]c(C(=O)COC(=O)Cc2ccccc2F)c1C	7	-0.2	-0.1	-3	-2	0	i	0	-1
CC(=O)Nc1ccc(S(=O)(=O)N2CCCC(C(=O)N3CCN(c4ccccc4)CC3)C2)cc1 (stereo not drawn)	1	-1.4	-0.3	0	3	3	i	-2	-1
COC(=O)c1[nH]c(C)c(/C(O)=C2\C(=O)C(=O)N(CCCN3CCOCC3)C2c2ccccn2)c1C (stereo not drawn)	8	1.8	0.2	-3	4	-4	i	-4	-9
CCn1c(SCC(=O)N2CCCC(C)C2)nnc1-c1ccc(S(=O)(=O)N2CCN(C)CC2)cc1 (stereo not drawn)	-8	0.2	-0.2	3	1	-7	i	-4	-5
N#C/C(=C/c1ccc(N2CCCCC2)o1)c1cccc(F)c1	-105	0.1	-0.6	-21	26	-1	i	-4	0
Nc1cc(S(=O)(=O)O)cc2ccc(S(=O)(=O)O)cc12	32	1.1	0.1	5	-1	0	+	-1	-5
Cc1cc(NC2CCCCC2)nc(N2CCOCC2)n1	-5	-0.2	-0.3	8	-1	-3	i	0	-3
COc1ccccc1CCC(=O)NNC(=O)Cn1nc(C)cc1C	16	-0.1	-0.3	3	2	-4	i	-6	-9
